# Screens: PubChem, The Scripps Research Institute Molecular Screening Center
# TEAD-YAP inh = TEAD-YAP interaction inhibition. HEK-TIYL cells, TEAD-Gal4/YAP UAS-luciferase luminescence. inhibition, % at 9.12 µM. 1.4% of 640,000 active; in the data active means inhibition above about 32%;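 further: 0% = median of test compound wells and 100% = reference inhibitor wells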
# GPR151 ag = activates the human receptor GPR151; Q8TDV0; PathHunter beta-arrestin GPR151 cells, luminescence; activation, % at 11.2 µM; 1% of 650,000 active; AID 1508602; in the data active means activation above about 4.9%;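 further: 0% = median of compound wells and 100% = cells with positive control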
# Target sequence (Q8TDV0 whole entry, looked up): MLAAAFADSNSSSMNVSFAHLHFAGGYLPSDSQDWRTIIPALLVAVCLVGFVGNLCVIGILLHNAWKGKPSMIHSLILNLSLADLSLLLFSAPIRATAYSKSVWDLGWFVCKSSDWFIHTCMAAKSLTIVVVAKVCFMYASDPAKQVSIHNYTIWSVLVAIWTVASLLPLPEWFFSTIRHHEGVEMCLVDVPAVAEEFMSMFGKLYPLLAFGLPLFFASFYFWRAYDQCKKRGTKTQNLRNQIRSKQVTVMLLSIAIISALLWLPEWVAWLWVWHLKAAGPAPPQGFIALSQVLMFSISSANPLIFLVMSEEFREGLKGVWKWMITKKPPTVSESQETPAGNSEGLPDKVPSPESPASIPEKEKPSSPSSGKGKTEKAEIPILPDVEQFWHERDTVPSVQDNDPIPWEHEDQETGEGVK
# FBW7 activator = activators of human E3 ligase FBW7; AlphaScreen FBW7–phospho-cyclin E peptide binding, activator screen; normalized activity (activation), % at 26.1 µM; 0.13% of 650,000 active; in the data active means normalized activity above about 1.9%;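 further: purified mutant Fbw7 with reduced substrate affinity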
# MITF inh = blocks human microphthalmia-associated transcription factor; O75030; AlphaScreen MITF homodimerization, bead proximity signal; inhibition, % at 2.6 µM; 0.91% of 650,000 active; AID 1259374; in the data active means inhibition above about 50%;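 further: 0% = vehicle wells with protein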
# Target sequence (O75030 whole entry, looked up): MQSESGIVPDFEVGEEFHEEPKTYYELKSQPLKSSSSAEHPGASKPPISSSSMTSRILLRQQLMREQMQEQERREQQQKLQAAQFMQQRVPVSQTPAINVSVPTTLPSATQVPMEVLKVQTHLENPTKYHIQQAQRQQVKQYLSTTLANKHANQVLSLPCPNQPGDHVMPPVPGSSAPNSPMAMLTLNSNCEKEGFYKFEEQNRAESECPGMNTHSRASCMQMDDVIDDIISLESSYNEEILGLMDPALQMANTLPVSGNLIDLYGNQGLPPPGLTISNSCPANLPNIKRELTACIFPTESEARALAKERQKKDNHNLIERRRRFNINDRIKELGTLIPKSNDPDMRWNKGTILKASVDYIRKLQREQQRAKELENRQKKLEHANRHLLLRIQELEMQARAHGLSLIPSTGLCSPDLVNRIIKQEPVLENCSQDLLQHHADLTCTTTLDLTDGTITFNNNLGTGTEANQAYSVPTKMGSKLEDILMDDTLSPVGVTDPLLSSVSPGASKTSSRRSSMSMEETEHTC
# * marks the source's active call; other numbers are inactive results.
# Screens in order – TEAD-YAP inh, GPR151 ag, FBW7 activator, MITF inh
- CC(C)(C(=O)c1ccccc1)/[N+]([O-])=C/c1ccccc1F
  7, -0.9, 0.2, 4
- O=C(N/N=C/c1ccc(-c2ccc([N+](=O)[O-])cc2)o1)c1ccccc1O
  5, -0.4, -0.2, 8
- Cc1ccccc1OCCCn1c(CO)nc2ccccc21
  -9, 0.5, 0.7, 6
- CCCN(CCC)Cc1c(C(=O)N/N=C/c2ccccc2OC)nnn1-c1nonc1N
  5, 4.1, 0.0, 8
- O=[N+]([O-])c1cc(Cl)c(N2CCOCC2)c([N+](=O)[O-])c1
  -10, -0.7, -0.1, 19
- CCN(CC(=O)Nc1ccc(NC(C)=O)cc1)CC(=O)Nc1cc(Cl)cc(Cl)c1
  8, 0.8, 0.3, 10
- CN1c2ccccc2N(C)C1(C)c1cccc2ccccc12
  8, 1.8, 0.0, -4
- CC(C)(C)C(=O)CN1C(=O)N(c2ccc(Cl)cc2)S(=O)(=O)c2ccccc21
  4, 1.3, -0.1, 15
- Cc1cc(S(=O)(=O)Nc2c(C)n(C)n(-c3ccccc3)c2=O)ccc1Br
  2, -1.6, 0.3, -12
- CCCC(c1nnnn1CCOC)N1CCN(C(c2ccccc2)c2ccccc2)CC1 (centres undefined)
  -15, -0.3, -0.2, -8
- COc1ccc(CCC(=O)N2CCN(c3ccc(-c4ccccc4)nn3)CC2)cc1
  9, -1.4, 0.8, 18
- COc1cc2nc(Cl)nc(NCc3ccccc3)c2cc1OC
  -6, -1.6, 0.3, -5
- O=C(CSc1nc2ccc(NC(=O)c3ccccc3)cc2s1)NCc1ccccc1
  -18, 1.8, 0.3, 18
- COc1ccc2cc(/C=N/NC(=O)c3ccc(F)cc3)ccc2c1
  -20, 0.2, 0.0, 9
- N#Cc1cc(C#N)c(SCC(=O)NCC2CCCO2)nc1N (centres undefined)
  -8, -0.1, -0.4, -13
- COc1cc(C(=O)N2CCN(Cc3ccc(OC)c(OC)c3OC)CC2)cc(OC)c1OC
  7, -1.3, 0.0, 35
- CCOC(=O)C1(CCCc2ccccc2)CCN(C(=O)CN2C(=O)CSC2=O)CC1
  -10, -0.3, 0.1, 3
- O=P1(NCc2ccccc2)C=C(c2ccccc2)SC(c2ccccc2)=C1
  -8, 1.8, 0.0, -6
- Cc1nc2sccn2c1CN1Cc2ccccc2OC(C)C1 (centres undefined)
  7, -0.2, -0.1, -5
- CCN1C(=O)C(CC(=O)Nc2c(C)cccc2C)Nc2cc(S(=O)(=O)N(C)C)ccc21 (centres undefined)
  1, 0.4, -0.1, -5
- CCOc1ccccc1C(=O)Nc1cc2c3c(c1)C(C)C(=O)N3CCC2 (centres undefined)
  15, -1.8, -0.1, 5
- O=[N+]([O-])c1cc(C(F)(F)F)ccc1N(CCO)CCO
  5, 0.2, 0.1, -8
- CC(C)C[C@@H]1NC(=O)[C@@H]2C[C@H](NC(=O)c3cccc(Cl)c3)CN2C1=O
  13, -0.4, 0.0, 18
- O=C(Nc1ccc(-c2ccco2)cc1)C1CCCN(C(=O)CCN2CCCO2)C1 (centres undefined)
  -2, 3.0, 0.3, 12
- Cc1ccn(-c2n[nH]c(C)c2[N+](=O)[O-])n1
  -4, -0.9, -0.1, -2
- COc1ccc(-c2nc3ccc(C(=O)NCc4ccc(C)cc4)cc3nc2-c2ccc(OC)cc2)cc1
  6, 1.0, -0.1, 1
- CC(C)CNC(=O)COC(=O)c1ccccc1Cl
  6, 0.6, -0.2, 0
- Fc1ccccc1NC(=S)N(CCCN1CCCCC1)Cc1ccco1
  6, 1.6, 0.0, 7
- CCOC(=O)c1c(C)oc2ccc(OCc3ccccc3Br)cc12
  -1, 0.4, 0.2, -1
- Cc1ccc(S(=O)(=O)N2CCC(C(=O)NNC(=O)c3nn(C)cc3Br)CC2)cc1
  3, -0.2, -0.1, 14
- O=C(Cc1cc(=O)[nH]c(SCc2cccc(Cl)c2)n1)NC1CCCC1
  2, -0.7, 0.4, 6
- CCOC(=O)C1=C(c2ccccc2)N=c2s/c(=C\c3ccc(F)cc3)c(=O)n2C1c1ccccc1 (centres undefined)
  10, 1.3, 0.0, 8
- Cc1[nH]n(-c2ccc([N+](=O)[O-])cc2)c(=O)c1C=NCCN1CCNCC1
  6, -7.0, -0.1, -17
- Nc1ccc(S(=O)(=O)N2CCC(C(=O)O)CC2)cc1
  2, 0.3, 0.0, 0
- O=C(OC1(O)CCNC2CCCCC21)c1ccccc1 (centres undefined)
  -4, 0.9, 0.0, 7
- CCN(CC)c1ccc(C2CC(=O)C3=C(C2)Nc2ccccc2N(C(=O)c2ccccc2)C3c2ccc(F)cc2)cc1 (centres undefined)
  6, 1.8, 0.0, -1
- C=CCN(C(=O)CCC(=O)Nc1cc(C)on1)C(C(=O)NC1CCCC1)c1cccnc1 (centres undefined)
  -2, 1.0, 0.3, 9
- COc1ccc2nc(N3CCCC(C(=O)NCCc4ccc(OC)c(OC)c4)C3)sc2c1 (centres undefined)
  8, -0.8, 0.5, 15
- O=Cc1cn(CC(=O)NCCC2=CCCCC2)c2ccccc12
  15, 0.9, -0.3, -4
- O=C(NC1CCCCC1)c1cc2n(n1)C(C(F)(F)F)CC(c1ccc(Cl)cc1)N2 (centres undefined)
  1, -0.6, 0.1, 14
- Cc1ccccc1-n1nc2c(c1NC(=O)c1cc([N+](=O)[O-])ccc1Cl)CSC2
  74*, -0.1, -0.1, 11
- COCCN(CCOC)S(=O)(=O)c1ccc(/C(O)=C(\C#N)c2nc3ccccc3n2C)cc1
  8, 1.1, -0.4, -2
- COc1c(Br)cc(Br)cc1/C=N/n1c(C)nnc1C
  1, -0.8, -0.1, 1
- O=C(Nc1cccc2cccnc12)c1cccc(Cl)c1
  -34, 1.7, -0.3, 4
- O=C(Nc1ccccc1C(=O)N1CCCC1)c1ccc(Cl)cc1
  7, 0.8, 0.3, 4
- Cc1ccc(-n2c(N)c(C#N)c3nc4ccccc4nc32)c(C)c1
  3, 0.5, 0.1, -2
- COc1ccc(C2=NN(C(C)=O)C(c3ccc(Br)cc3)C2)cc1 (centres undefined)
  -81, -1.4, -0.1, -4
- CCc1ccccc1NC(=O)c1ccc(NCCCN2CCC(C)CC2)c([N+](=O)[O-])c1
  -9, -0.3, -0.1, 11
- CNC(=O)CC1C(=O)N(C)C(=S)N1NC(=O)c1ccc(Br)cc1 (centres undefined)
  8, -0.7, 0.1, 11
- COc1ccc(C2CC(c3nc4ccccc4[nH]3)=NN2C(=O)CCN2CCCCC2)cc1 (centres undefined)
  -51, 0.1, 0.1, 0
- O=C(Nc1cccc(-c2nc3cc(Cl)cc(Cl)c3o2)c1)c1cccnc1
  0, 1.2, 0.0, -2
- CC1(C)CC(C(=O)Nc2ccc(Br)cc2)CCO1 (centres undefined)
  3, -0.1, 0.0, -4
- COc1ccc(C2CC(c3cc(OC)ccc3OC)n3nnnc3N2)cc1 (centres undefined)
  -7, 1.4, -0.1, 1
- CCC(C)C(=O)Nc1ccccc1C(=O)OC (centres undefined)
  9, -0.3, 0.0, 9
- CC[C@H](C)NC(=O)CCCc1nnc2n(CCC(C)C)c(=O)c3sccc3n12
  1, -0.5, 0.0, 2
- COc1ccccc1N1CCN(C(=O)CCCCCn2nnc3ccccc3c2=O)CC1
  -4, 1.4, -0.1, 5
- CC(=O)NCC1=C(NC(C)=O)C2CC1C(C)(C)C2C (centres undefined)
  8, 0.4, -0.2, -9
- Cc1cc(S(=O)(=O)Nc2cc(C)c(O)c(C)c2)c(C)s1
  -9, -1.0, 0.0, -27
- O=C(Nc1ccc(Oc2ccccc2)cc1)c1cccc(-c2ccc(N3CCOCC3)nc2)n1
  3, -3.1, 0.0, 2
- CCC(/C=C1\Sc2ccc(Cl)cc2N1C)=C\c1sc2ccc(Cl)cc2[n+]1C
  9, -1.7, -0.2, 21

# (more compounds)
# Screens in order – TEAD-YAP inh, GPR151 ag, FBW7 activator, MITF inh
- Cc1ccc(OCc2nc(-c3ccc(NC(=O)Cn4cc([N+](=O)[O-])cn4)cc3)no2)cc1C
  -5, -1.1, 0.1, -12
- Cc1ccc(N2C(=O)CC(NNC(=O)c3ccccc3)C2=O)c(C)c1 (centres undefined)
  -5, -0.2, 0.1, 9
- Clc1nsnc1N1CCOCC1
  6, 1.4, -0.1, -3
- O=C(COc1ccc(Cl)cc1)NCCNC(=O)COc1ccc(Cl)cc1
  -4, 1.2, 0.0, 5
- CCCCOc1ccccc1C1NC(=O)N(C)C(C)=C1C(=O)OC (centres undefined)
  -5, 1.9, -0.2, -11
- N#CSc1ccc(Nc2cc(N3CCCCCC3)c3nonc3c2[N+](=O)[O-])cc1
  1, -1.7, 0.1, 8
- O=C(Cc1c(Sc2ccccc2)c2ccccc2n1Cc1ccccc1)Nc1ccccc1Cl
  9, 1.4, -0.1, -3
- CCCS(=O)(=O)Nc1nccnc1-c1ccc(Cn2ccc3ccccc32)cc1
  -5, 0.6, 0.1, -4
- C=CCSc1nnc(-c2nnc(SCC=C)n2CC)n1CC
  -5, 1.1, -0.1, 9
- CC(=O)c1ccccc1OC(=O)c1ccc(Br)o1
  -7, -0.7, 0.2, 16
- CCCc1cc(NC2CCCCC2)n2ncnc2n1
  -44, -4.7, -0.2, 1
- O=C(NCCOc1ccccc1)c1ccc2nc(Br)sc2c1
  -31, -2.7, 0.0, -5
- O=C(CN(c1ccc(Cl)cc1)S(=O)(=O)c1ccccc1)N/N=C/c1ccccc1O
  16, 0.3, 0.0, 17
- CC(C)OC(=O)C1=C(N)OC2=C(C(=O)CC(C)(C)C2)C1c1ccccc1 (centres undefined)
  -14, -0.6, -0.1, 3
- CC1(C)CC(=O)C2=C(C1)Nc1ccccc1N(C(=O)c1ccc(Br)cc1)C2c1ccc(F)cc1 (centres undefined)
  -15, 0.4, 0.4, -6

# Part of the list above in a different format.
CC(C)CNC(=O)COC(=O)c1ccccc1Cl
  TEAD-YAP inh: 6	GPR151 ag: 0.6	FBW7 activator: -0.2	MITF inh: 0
Cc1[nH]n(-c2ccc([N+](=O)[O-])cc2)c(=O)c1C=NCCN1CCNCC1
  TEAD-YAP inh: 6	GPR151 ag: -7.0	FBW7 activator: -0.1	MITF inh: -17
O=C(N/N=C/c1ccc(-c2ccc([N+](=O)[O-])cc2)o1)c1ccccc1O
  TEAD-YAP inh: 5	GPR151 ag: -0.4	FBW7 activator: -0.2	MITF inh: 8
CN1c2ccccc2N(C)C1(C)c1cccc2ccccc12
  TEAD-YAP inh: 8	GPR151 ag: 1.8	FBW7 activator: 0.0	MITF inh: -4

# The listing continues.
# Screens in order – TEAD-YAP inh, GPR151 ag, FBW7 activator, MITF inh
- CCCn1c(NCc2ccc3c(c2)OCO3)nc2ccccc21
  -11, 3.5, -0.1, 8
- CC(=O)c1ccc(NC(=O)CSCCO)cc1
  -12, -1.2, -0.1, 19
- Cc1cc(C)c(CN2CCN(Cc3ccsc3)C(CCO)C2)c(-n2cccn2)c1 (centres undefined)
  -2, 1.6, 0.1, 8
- CN(C)CCNc1cc(-c2cn[nH]c2)ccc1NC(=O)NCc1ccccc1
  4, 0.0, 0.7, 26
- CN(C)S(=O)(=O)c1ccc(C(=O)NCC(=O)NNc2ncnc(N)c2[N+](=O)[O-])cc1
  -4, -1.6, 0.1, 30
- CSc1ccc(CN2CCN(C3CCCC3)CC2)cc1
  -4, -0.3, -0.1, 54*
- CC1CCCCN1S(=O)(=O)c1ccc(C(=O)Nc2sccc2C(N)=O)cc1 (centres undefined)
  -28, -2.8, 0.0, 10
- Cc1nc2cc(F)ccc2n1C1CCN(C(=O)c2ccc(F)cc2F)CC1
  8, 0.1, 0.0, 18
- CCCCn1c(C(=O)NCC(=O)OC)cc2c(=O)n(C)c(=O)n(C)c21
  -8, 2.7, -0.2, 7
- O=C(COC(=O)c1ccc(CO)cc1)c1ccc(OC(F)F)cc1
  4, -0.5, 0.2, 10
- O=C(c1ccc(CO)o1)N1CCCC1c1nc2ccccc2[nH]1 (centres undefined)
  4, 0.9, 0.0, 12
- CC1=C(c2ccc(C)cc2)S(=O)(=O)N=C1Nc1ccc(C)cc1Cl
  -6, -1.4, 0.6, 13
- O=c1oc2ccc3ccccc3c2cc1-c1nc2sc3c(c2c(=O)[nH]1)CCCC3
  3, 1.8, 0.0, 5
- O=C(NNS(=O)(=O)c1ccc(F)cc1)c1ccc2c(c1)OCO2
  -12, -1.2, -0.1, 8
- Cc1c(C(=O)Nc2cccnc2)sc2nc(-c3ccccc3)cn12
  -18, 3.0, 0.1, -8
- COc1ccc(C(=O)Nc2nc3c(s2)C(=O)CC(C)(C)C3)cc1[N+](=O)[O-]
  6, 1.9, -0.2, 1
- COCCCNC(=O)c1cc2c(=O)n3ccccc3nc2n(C2CCCC2)c1=N
  -3, -1.8, -0.2, 7
- CCOC(=O)C1=C(C(=O)OCC)SC(=C2C(=S)C(C)(C)N(C(=O)C(C)C)c3cc(OC)ccc32)S1
  7, -1.6, 0.2, 24
- Cc1noc(C)c1COC(=O)c1ccc(I)cc1
  11, 0.1, 0.1, 0
- COc1ccc(-c2[nH]ncc2CN2CCN(CC=C(C)C)C(CCO)C2)cc1 (centres undefined)
  -4, -0.5, 0.1, 20
- CC(NC(=O)CC#N)C1COc2ccccc2O1 (centres undefined)
  4, -0.3, 0.7, 15
- CCCCOc1ccc(/C=N/NC(=O)OCC)cc1
  -32, 0.7, 0.0, -8
- CCc1c(C)sc(NC(=O)OC)c1C(=O)N1CCOCC1
  8, 0.4, 0.0, 10

# Part of the list above, as comma-separated lines:
Compound,TEAD-YAP inh,GPR151 ag,FBW7 activator,MITF inh
Cc1noc(C)c1COC(=O)c1ccc(I)cc1,11,0.1,0.1,0
COc1ccc(-c2[nH]ncc2CN2CCN(CC=C(C)C)C(CCO)C2)cc1 (centres undefined),-4,-0.5,0.1,20
CC(NC(=O)CC#N)C1COc2ccccc2O1 (centres undefined),4,-0.3,0.7,15
